# BLM inh – blocks DNA unwinding by human BLM helicase | recombinant BLM DNA unwinding, fluorescence dequenching | Potency, µM (titrated, usually from 56.1 µM), for the others: at the highest dose activity change, negative = inhibition, actives largely listed as inhibitors | 350,000 tested, 0.2% active | AID 2528;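 also: plate controls were vehicle for no effect and no enzyme for full effect; nearly all actives have a fitted effect of over 35% in size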
# Pin1 inhibitor – blocks the human prolyl isomerase Pin1. Q13526. Pin1 FP peptide displacement, HiFluor488, 10 min. Potency, µM (top dose mostly 115 µM), for inactives: at the top dose activity, negative = inhibition, hits mostly inhibitors. 390,000 tested, 0.009% active; active = well fitted inhibition curve with a large enough effect in the polarisation, with a control signal flat, not every such curve was filed as active; inconclusive = small, poorly fitted or top-dose-only effect, or effect the other way, or a change in a side signal; inactive = no such curve, though single readings can be large or run the other way; the % refers to the polarisation; also: % is scaled to controls: 0 for no effect and ±100 for the full control effect
# GLS inhibitor – inhibitors of human glutaminase (GLS) | O94925 | GLS enzymatic activity, qHTS titration | Potency, µM (highest dose often 45.5 µM), inactives show top-dose activity change, negative = inhibition, most hits filed as inhibitors | 410,000 tested, 0.21% active | AID 624170; also: % is scaled to controls: 0 for no effect and ±100 for the full control effect
#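 hKGA; 45 mM KH2PO4 pH 8.2 + 0.02% Tween-20; cpd via pin tool; 1 mM Gln soln; GluOx/HRP/Amplex Red; RT 30 min; fluor. t0 & final.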
# G9a inh – G9a (human) methyltransferase inhibition; Q96KQ7; G9a H3K9 monomethylation, AlphaScreen, 2 h; Potency, µM (highest dose often 102 µM), without a hit: at the top dose activity, negative = inhibition, usual class: inhibitors; 350,000 tested, 8.8% active; AID 504332; also: % is scaled to controls: 0 for no effect and ±100 for the full control effect; nearly all actives have a fitted effect of over 75% in size
#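 AlphaScreen detection with an anti-monomethyl H3K9 antibody quantified product after a 2 h room-temperature reaction containing 500 nM biotinylated H3K9 peptide, 20 µM SAM and 20 nM enzyme, which had been preincubated 15 min with compound.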
# JMJD2A Tudor inh – blocks the human JMJD2A Tudor domain. O75164. AlphaScreen JMJD2A-Tudor / H3K4me3 peptide binding. Potency, µM (doses to about 114 µM), without a hit: at the highest dose activity change, negative = inhibition, most hits filed as inhibitors. 390,000 tested, 4.4% active. AID 504339; also: % is scaled to controls: 0 for no effect and ±100 for the full control effect; nearly all actives have a fitted effect of over 50% in size
# HP1b chromo inh – inhibitors of HP1-beta chromodomain binding to methylated histone tails. P83916. AlphaScreen HP1-beta / biotin-H3K9me3 peptide binding. Potency, µM (doses to about 114 µM), for the others: at the highest dose activity change, negative = inhibition, most hits filed as inhibitors. 390,000 tested, 0.56% active; also: nearly all actives have a fitted effect of over 70% in size; inactives centre near 23
#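 AlphaScreen: HP1-beta (50 nM) preformed 30 min with biotin-H3(1-18)K9me3 peptide (50 nM) in PBS pH 7.4, 0.01% Tween-20. Compound added for 30 min at RT, then streptavidin donor/nickel chelate acceptor beads (10 ug/mL) for 30 min.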
# BAZ2B block – BAZ2B (human) inhibition | Q9UIF8 | AlphaScreen BAZ2B-H3K14Ac peptide displacement | Potency, µM (highest dose often 114 µM), inactives show at the top dose activity change, negative = inhibition, actives largely listed as inhibitors | 360,000 tested, 4.4% active; also: % is scaled to controls: 0 for no effect and ±100 for the full control effect; nearly all actives have a fitted effect of over 60% in size
#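 Inhibition is scored as reduced AlphaScreen emission. The BAZ2B/b-H3(5-23)K14Ac complex (50 nM each) in PBS pH 7.4, 0.01% Tween-20 meets compound (up to 110 uM) for 30 min at RT before bead addition.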
# PGK inhibitor – T. brucei PGK inhibition | P07378 | PGK/GAPDH coupled, Kinase-Glo luminescence, 60 min | Potency, µM (series often up to 57.5 µM), inactives show at the top dose activity change, negative = inhibition, usual class: inhibitors | 380,000 tested, 0.043% active | AID 602233; also: % is scaled to controls: 0 for no effect and ±100 for the full control effect; nearly all actives have a fitted effect of over 60% in size
#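 Recombinant glycosomal PGK reaction used 1,3-bisphosphoglycerate generated in-well by GAPDH (100nM final) in 100mM TEA pH 7.6, 5mM MgCl2, 0.01% Tween-20. After 60 minutes at room temperature, ATP was read by Kinase-Glo Plus luminescence end-point.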
# Pol iota inh – DNA polymerase iota (human) inhibition. Potency, µM (titrated, usually from 115 µM), for inactives: top-dose activity, negative = inhibition, most hits filed as inhibitors. Q9UNA4. Pol iota fluorescent replication assay, 10 min. 390,000 tested, 1% active
#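 Fluorescent replication assay read twice, at 0 min and 10 min after adding 50 nM (final) substrate. Enzyme (10 nM) and compounds were first incubated 15 min at room temperature; enzyme-free buffer wells were negative controls.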
# * hit, by the source's call; i = inactive; ? = inconclusive; . = not tested or not shown; & = joins results of further samples; [ ] = dose if it differs, or a comment. Unless noted, calls follow the shape of the dose curve; as a rule, active = well fitted curve in the direction sought with a large enough effect; inconclusive = small, poorly fitted or top-dose-only effect, or another doubt; inactive = no such curve, though single readings can be large; an effect the other way counts as inactive or inconclusive. Potency is read from the fitted curve at half-maximal effect. Only part of the results is shown; the hit share may differ from the screen's.
# The opening two entries, to show the layout:
SMILES,BLM inh,Pin1 inhibitor,GLS inhibitor,G9a inh,JMJD2A Tudor inh,HP1b chromo inh,BAZ2B block,PGK inhibitor,Pol iota inh
O=C(CNC(=O)c1ccc(Cl)cc1Cl)NCC(=O)Nc1ccccc1N1CCOCC1,1%,5%,5%,89µM*,-11%,8%,3%,-8%,22%
OCC[C@H]1C[C@@H](O)[C@H](O)[C@]2(Cc3ccccc3O2)O1,.,-6%,2%,6%[12.7 µM],-14%,47%[activator],-5%,-8%,39%[activator]

# Results, previewed entries included:
SMILES,BLM inh,Pin1 inhibitor,GLS inhibitor,G9a inh,JMJD2A Tudor inh,HP1b chromo inh,BAZ2B block,PGK inhibitor,Pol iota inh
O=C(CNC(=O)c1ccc(Cl)cc1Cl)NCC(=O)Nc1ccccc1N1CCOCC1,1%,5%,5%,89µM*,-11%,8%,3%,-8%,22%
OCC[C@H]1C[C@@H](O)[C@H](O)[C@]2(Cc3ccccc3O2)O1,.,-6%,2%,6%[12.7 µM],-14%,47%[activator],-5%,-8%,39%[activator]
CC1(OC(=O)CCc2ccccc2)C(=O)C=C2C=C(c3ccc(C#N)cc3)N(Cc3ccco3)C=C2C1=O (stereo not given),-4%[12.4 µM],-10%,1%,?,?,-19%,-35%,i,?
Cc1cc(C(=O)CN2C(=O)NC3(CCCCCC3)C2=O)c(C)n1C,.,-6%,-8%,?,-18%,13%,-26%,3%,6%
CCCc1noc(-c2ccc(NCc3ccc(C)cc3)c([N+](=O)[O-])c2)n1,-2%,-3%,-4%,-34%[59 µM],-9%,31%,-1%,-2%,22%
CCOc1ccc(NC(=O)C2CCC(CNc3c(N4CCC(C)CC4)c(=O)c3=O)CC2)cc1 (stereo not given),-12%,-9%,-1%,-23%,-14%,1%,2%,-1%,59%[activator]
O=C(/C=C/c1ccccc1)N1CCN(C(=O)c2ccco2)CC1,7%,6%,1%,-4%[59 µM],4%,28%,1%,-1%,6%
CCOC(=O)c1ccc(NC(=S)NCc2cccnc2)cc1,3%,45%[activator],0%,4%,-4%,59%[activator],-22%,-5%,0%
O=C(Nc1ccc(Br)cc1Cl)c1ccc2c(=O)n3c(nc2c1)CCC3,.,?,1%,?,-12%,24%,10%,-10%,?
Cc1nn2c(CN(C(=O)COc3ccccc3)c3ccccc3)nnc2c2ccccc12,6%,0%,8%,6%[59 µM],-15%,20%,0%,-8%,-17%
CN(C(=O)CSc1cccc[n+]1[O-])C1CCCCC1,.,6%,-2%,.,-5%,42%[activator],.,8%,61%[activator]
O=C(O)c1cccnc1SC1CC(=O)N(Cc2ccccc2)C1=O (stereo not given),-1%,-1%,-9%,3%[59 µM],-15%[11.4 µM],7%,-1%,-1%,-13%
CCC(C)N1C(=O)CCC1C(=O)N1CCN(c2ccccc2F)CC1 (stereo not given),0%,-9%,4%,15%[59 µM],-8%,9%,6%,i,-15%
COc1ccc(C2N3CC4(C)CN2CC(C)(C3)C4)cc1OC (stereo not given),-3%,-2%,10%,1%,-14%,15%,?,-4%,7%
C=CCNC(=O)CCCCC(=O)NCC=C,-2%,-3%,-5%,16%[59 µM],-4%,26%,7%,-3%,12%
COc1ccc(NC(=O)CN(C)C(=O)c2ccccc2OC)cc1,-3%,0%,0%,-3%,-4%,8%,-13%,5%,114%[activator]
COc1ccc(NC(=O)CCCn2cnc3ccccc3c2=O)cc1,-5%,13%,-4%,28µM*,-21%,-13%,-32%,-2%,79%[activator]
Cc1cccc(C)c1NC(=O)Cn1nnc(-c2ccc(CN3CCC(C)CC3)cc2)n1,1%,?,-1%,1%,-1%[57.1 µM],24%,-16%,1%,160%[activator]
CCc1ccccc1NC(=O)CCn1cccn1,-3%,7%,0%,7%[59 µM],-7%,62%[activator],-2%,i,-24%
O/N=C(\c1ccc(Cl)cc1)c1cc2ccccc2o1,-21%,-1%,1%,-22%[2.33 µM],-7%,40%[activator],11%,.,19%
O=C1Nc2ccccc2C1=O,.,3%,1%,.,-13%,1%,.,-11%,7%
COc1ccc(-n2ncc3c2CC(C)(C)CC3NC(=O)CCCN2CCCC2=O)cc1 (stereo not given),1%,-1%,-6%,11%,-9%,19%,16%,-5%,-10%
COC(=O)C1CCN(C(=O)Cc2c(OC)ccc3cc(Br)ccc23)CC1,-1%,-2%,-1%,-32%,-19%,31%,?,-3%,0%
CCOc1ccc(NC(=O)Nc2cccn(Cc3ccccc3)c2=O)cc1,-10%,4%,1%,.,?,-16%,40µM*,-5%,115%[activator]
CCN(CC)CCNC(=O)C(=O)Nc1ccc(C(=O)OC)cc1,-6%,0%,-7%,14%[59 µM],10%,28%,2%,-1%,22%
CCOC(=O)N1CCN(c2c(N3CCN(c4cccc(C(F)(F)F)c4)CC3)c(=O)c2=O)CC1,1%,-2%,1%,9%[59 µM],-15%,5%,3%,-6%,11%
Cc1ccc(CN2CCN(Cc3cn[nH]c3-c3cccc(F)c3)CC2CCO)o1 (stereo not given),0%,9%,0%,.,-20%,45%[activator],-2%,-2%,47%[activator]
C[C@@H]1CCC(=O)N(CC[C@H](Sc2ccc(Br)cc2)c2ccccc2)CC1,.,6%,-2%,4%[2.33 µM],54%[activator],98%[activator],17%,-8%,7%&-2%
COc1cc(C(=O)Oc2ccccc2/C=N/NC(=O)c2ccc(Cl)cc2Cl)cc(OC)c1OC,-10%,11%,7%,11%[59 µM],-23%,3%,-5%,-2%,-8%
O=C(Nc1ccc(F)cc1)c1cccc(NC(=O)C2C3CC4OC(=O)C2C4C3)c1 (stereo not given),-4%,-13%,-1%,-8%,-10%,28%,40%[activator],4%,12%
CN(c1ccc(C(=O)N2CCOCC2)cc1)S(C)(=O)=O,1%,-7%,1%,16%[2.33 µM],-12%,42%[activator],-1%,.,1%
CCc1ccc(C(=O)COC(=O)c2cnc(C)cn2)cc1,-7%,-4%,1%,41%,1%,31%,-7%,0%,7%
CCOc1ccc(-n2cc(-c3ccccc3)c3c(=O)[nH]cnc32)cc1,-9%,-13%,2%,45µM*,?,?,?,-14%,15%
Clc1ncc(C#Cc2ccccc2)c2ncncc12,.,13%,.,.,-29%,6%,.,.,?
CCc1ccc(C(C)NC(=O)/C=C/c2ccc(Br)cc2)cc1 (stereo not given),-2%,2%,-2%,-1%,13%,30%[activator],14%,i,7%[58.9 µM]
Oc1cccc(-n2nnnc2SCc2ccccc2F)c1,-9%,-6%,-1%,21%[2.33 µM],3%,26%,15%,-2%,14%
CCc1ccccc1NC(=O)c1ccoc1C,1%,5%,-6%,10%[12.7 µM],-12%,23%,10%,3%,10%
COc1ccc(NC(=O)CSc2nc(C)cs2)cc1,-10%,0%,-1%,10%,3%,43%[activator],2%,3%,20%
CCOC(=O)[C@@H]1[C@H]2COc3ccccc3[C@@H]2N2C(=O)N(c3ccc(F)cc3)C(=O)[C@]12C,.,0%,13%,.,-24%,32%,.,-1%,6%
CS(=O)(=O)N(CC(=O)N1CCCC1)Cc1ccc(Cl)cc1,0%,-9%,0%,-10%[59 µM],-20%,17%,6%,i,12%
CC(=O)Nc1ccc(C(=O)NNC(=O)CCc2ccccc2)cc1,5%,-4%,-5%,63%[activator][59 µM],10%,66%[activator],-7%,i,?
CC(=O)Nc1ccc(S(=O)(=O)N[C@@H](C)C(=O)OCc2ccc(Cl)cc2)cc1,3%,-4%,0%,12%[59 µM],-8%,32%,-3%,-4%,-12%
CC(C)(C)OC(=O)C[C@@H]1C/C=C\C[C@H](CC(=O)NCCO)C(=O)NC[C@@H](c2ccccc2)OC1=O,.,-2%,-1%,.,-7%,40%[activator],.,8%,28%
Cc1nn(CCC(=O)Nc2ccc(Cl)cc2)c(C)c1S(=O)(=O)N1CCCCC1,-2%,-6%,10%,12%[59 µM],-20%,41%[activator],-2%,i,-5%
CN(C)CCCCCNCCCNC(=O)/C=N\O,4%,-1%,35%[activator],-13%[59 µM],-16%,4%,0%,-9%,0%
Cc1cc(=O)n(CC(=O)NC(C)c2ccccc2)c2c1c(C)nn2-c1cccc(F)c1 (stereo not given),-5%,7%,-14%,46%[59 µM],-27%,-34%,4%,2%,?
C=CCN(CC=C)C(=O)c1cccc(S(=O)(=O)N2c3ccccc3CC2C)c1 (stereo not given),-2%,?,3%,-5%,5%,24%,-24%,2%,-1%
CC(C)(C)OC(=O)NCc1nc(N)n[nH]1,1%,-11%,3%,3%[59 µM],-21%,20%,-2%,-4%,18%
CCCCNC(=O)C1CCCN(S(=O)(=O)c2ccc(S(=O)(=O)NCC(C)C)cc2)C1 (stereo not given),-11%,-6%,3%,-15%[59 µM],8%,23%,4%,-8%,-17%
CC(C)CC(c1nnnn1CC1CCCO1)N1CCN(Cc2ccc3c(c2)OCO3)CC1 (stereo not given),-2%,1%,4%,-6%[12.7 µM],?,16%,-4%,-3%,-15%
COc1ccccc1OCCNC(=O)c1ccc(NC(=O)CC2SC(N3CCCC3)=NC2=O)cc1 (stereo not given),.,-11%,1%,.,-16%,-1%,.,-5%,26%
Cc1cc(C)n2nc(Nc3ccccc3)cc2n1,-4%,?,-25%,17%,-1%,14%,6%,-9%,63%[activator]
CCOc1ccc(C(=O)NCCCN2CCCC2=O)cc1,-11%,4%,-15%,-48%[59 µM],3%,75%[activator],2%,-3%,-1%
CC1CCCN(C(=O)c2ccc(OC3CCN(CCc4ccccc4)CC3)cc2)C1 (stereo not given),0%,?,18%,16%,-28%,21%,-21%,3%,?
COc1cc(C(c2c(C)[nH][nH]c2=O)c2c(C)[nH][nH]c2=O)ccc1OC(=O)c1cccc([N+](=O)[O-])c1,-9%,3%,36%[activator],?,?,4%,-38%,-2%,10µM*

# High-throughput results (PubChem)
